CCT modulator = changes cytosolic chaperonin activity | purified chaperonin ATPase assay, HTRF ADP detection, 30 min | activity change, % (test concentration not listed), hits read low | AID 651819 | actives 0.3% (n = 360,000); in the data active = activity change below about -30%; also: % is scaled to controls: 0 for no effect and ±100 for the full control effect
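Enzyme 40 or 20 nM (batch-dependent) in Tris pH 7.4/KCl/MgCl2/DTT; cpd 76 uM single point; ATP 10 uM; 30 min 37 °C; Transcreener ADP HTRF detection, 30 min RT; ratio 665/615.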
A549 tox = kills or reduces viability of A549 cells in Nrf2 counter-screen | A549 ARE-Fluc cells, CellTiter-Fluor viability, 18-24 h | Potency, µM (doses to about 46 µM), for the others: top-dose activity change, negative = cytotoxicity, hits mostly inhibitors | actives 0.16% (n = 390,000) | AID 504648; also: potency is read from the fitted curve at half-maximal effect; % is scaled to controls: 0 for no effect and ±100 for the full control effect
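A549 ARE_Fluc cells in 5% FBS OPTI-MEM were exposed to compounds in concentration-response for 18-24 h at 37 deg C. Viability was read by CellTiter-Fluor fluorescence (Ex 405/Em 525) after 30 min, before the luciferase read.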
S2 tox = viability counter-screen for ATXN expression inhibitors; S2 cells (HEK-293 line with an ATXN2-luciferase reporter) viability, CellTiter-Fluor protease fluorescence, 24 h; Potency, µM (top dose mostly 56.7 µM), usual class: cytotoxic; actives 0.49% (n = 400,000); AID 651635; also: potency is read from the fitted curve at half-maximal effect; nearly all actives have a fitted effect of over 40% in size
Nrf2 ARE act = activates Nrf2 signaling. AREc32 ARE-luciferase reporter (MCF7-derived line), luminescence, 24 h. Potency, µM (doses to about 46.1 µM), for inactives: at the top dose activation, most hits filed as activators. actives 0.31% (n = 410,000). AID 624171; also: potency is read from the fitted curve at half-maximal effect; % of control where 0% means no effect; nearly all actives have a fitted effect of over 65% in size
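ARE activation measured as luciferase luminescence (Steady-Glo, 30 min RT) in AREc32_Fluc cells after 24 hr compound exposure at 37 deg C, 5% CO2; cells seeded overnight at 1000/well in OPTI-MEM, 5% FBS.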
Mm-Cpn inhibitor = M. maripaludis TRiC chaperonin inhibition; purified Mm-Cpn ATPase, ADP Transcreener TR-FRET; Potency, µM (series often up to 76.9 µM), for inactives: top-dose activity, negative = inhibition, usual class: inhibitors; actives 0.031% (n = 330,000); also: potency is read from the fitted curve at half-maximal effect; % is scaled to controls: 0 for no effect and ±100 for the full control effect; nearly all actives have a fitted effect of over 80% in size
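Reaction buffer contained 30 mM Tris pH 7.4, 100 mM KCl, 5 mM MgCl2 and 1 mM DTT. Mm-CPN (25 nM final) hydrolysed 10 uM ATP over 30 min at 37°C; ADP was read by HTRF.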
Nrf2 inh = Nrf2 pathway inhibition | A549 ARE-Fluc reporter, luciferase luminescence, 18-24 h | Potency, µM (titrated, usually from 46 µM), without a hit: top-dose activity change, negative = inhibition, most hits filed as inhibitors | actives 2.1% (n = 360,000); also: potency is read from the fitted curve at half-maximal effect; % is scaled to controls: 0 for no effect and ±100 for the full control effect; nearly all actives have a fitted effect of over 60% in size
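Two sequential reads on A549 ARE_Fluc cells exposed to compound for 18-24 h: a CellTiter-Fluor fluorescence read for viability, then a luciferase luminescence read for Nrf2/ARE activity.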
Akt phos inh = Akt phosphorylation inhibition. Neuro2A IGF-stimulated pAkt S473 HTRF, 20 min; active compounds read low. activity change, % for hits at 50 µM. actives 0.32% (n = 360,000); in the data active = activity change below about -80%; inconclusive = mostly about -51% to -80%; also: % is scaled to controls: 0 for no effect and ±100 for the full control effect
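Neuro2A cells (4,500/well, DMEM with 0.5% FBS) were treated with compound at a single 50 µM final concentration, stimulated with 6 nM IGF for 20 min at 37 °C, and lysed. Phospho-Akt Ser473 was read by HTRF as 665/615 ratio ×10^4.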
TGFb inhibitor = inhibitors of TGF-b signaling | Potency, µM (top dose mostly 46.1 µM), without a hit: at the top dose activity, negative = inhibition, hits mostly inhibitors | HepG2 CAGA-GFP TGF-b/SMAD3 reporter, GFP fluorescence, 18 h; TGF-beta stimulated, 500 pg/mL final | actives 1.2% (n = 410,000); also: potency is read from the fitted curve at half-maximal effect; % is scaled to controls: 0 for no effect and ±100 for the full control effect; nearly all actives have a fitted effect of over 65% in size
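HEPG2 CAGA-GFP reporter cells (1000/well, DMEM with 1% FBS) received compounds, then recombinant TGF-beta at 500 pg/mL final for 18 hours at 37 degrees C. Per-cell GFP summed per well was normalised to unstimulated and stimulated DMSO controls before curve fitting.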
HepG2 viability = HepG2 cytotoxicity, counter-screen for TGF-b inhibitors. HepG2 CAGA-GFP viability, ATP luminescence, 18 h. Potency, µM (titrated, usually from 46.1 µM), for the others: at the top dose activity change, negative = cytotoxicity, hits mostly cytotoxic. actives 0.76% (n = 410,000); also: potency is read from the fitted curve at half-maximal effect; some results filed as inactive show a strong effect at the top dose
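CellTiter-Glo luminescence gave cytotoxicity after 18 hours at 37 degrees C. The cells were HepG2 CAGA-GFP in 1% FBS DMEM, stimulated with 500 pg/mL TGF-beta after compound addition. %Activity was normalised to no-cell wells (complete cell-killing) and DMSO (no toxicity), and curves were fitted and classified.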
Numbers without * were called inactive; i = inactive; ? = inconclusive; nt = no result given; & = joins results of further samples; [ ] = dose if it differs, or a comment. Unless noted, calls follow the shape of the dose curve; as a rule, active = well fitted curve in the direction sought with a large enough effect; inconclusive = small, poorly fitted or top-dose-only effect, or another doubt; inactive = no such curve, though single readings can be large; an effect the other way counts as inactive or inconclusive.

Results follow in this order: CCT modulator, A549 tox, S2 tox, Nrf2 ARE act, Mm-Cpn inhibitor, Nrf2 inh, Akt phos inh, TGFb inhibitor, HepG2 viability
(1) COc1ccc(NC(=O)Cn2nnc(C(=O)NCCc3ccccc3)c2N)cc1
→ 0.4, -0.3%&-2.6%, ?, 0.2%&-0.8%, -1.4%, 4.1%&-16.2%, i, -4.3%&-6.2%, 6.7%&-3.1%
(2) COc1ccc(CCN2CC(C(=O)NCCc3ccc(F)cc3)CCC2=O)cc1 (centres undefined)
→ -0.3, -8.4%, i, -0.6%, 0.3%, 12.9%, i, 15.5%, -70.3%
(3) COc1cccc(NC(=O)CN(C)C(C)C(=O)Nc2ccc(C(C)=O)cc2)c1 (centres undefined)
→ -2.9, 0.9%, i, 1.8%, ?, -8.6%, i, -1.3%, -1.0%
(4) O=C(NCC(c1ccco1)N1CCc2ccccc21)C(=O)Nc1ccc(F)cc1F (centres undefined)
→ -4.6, -14.3%, ?, -0.3%, -5.6%, ?, i, ?, 9.2%
(5) O=C(NCCc1cn2ccccc2n1)c1cc(COc2c(F)cccc2F)on1
→ -0.5, 5.2%, i, 0.0%, 0.4%, -18.5%, i, -4.5%, -7.7%
(6) Cc1nn(-c2ccc(N3CCOCC3)nn2)c(C)c1CCC(=O)NCc1ccc(OC(C)C)cc1
→ nt, 5.7%, i, -1.0%, nt, ?, nt, -25.3%, -16.3%
(7) COc1ccccc1CNC(=O)c1[nH]c(C)c(C(C)=O)c1C
→ -1.7, 1.0%, i, 3.3%, -4.6%, -14.1%, i, -7.5%, -3.1%
(8) CC(C)(C)c1ccc(/C=C/C(=O)Nc2ccc(S(N)(=O)=O)cc2)cc1
→ nt, 5.6%, i, -4.2%, nt, 3.7%, nt, ?, -105.4%
(9) Cc1cccc(/C=C2\Oc3cc(OS(C)(=O)=O)ccc3C2=O)c1
→ 2.5, 0.4%, i, 12.1%, -1.5%, 17.9%, i, ?, -34.1%
(10) COC(=O)C1=C(C)N(C)C(=S)NC1c1ccc(OC)cc1OC (centres undefined)
→ 0.1, 4.8%, i, 0.4%, -0.7%, -21.4%, i, -5.6%, -16.7%
(11) Cc1c(NC(=O)CSc2ccccc2C(=O)Nc2cccnc2)c(=O)n(-c2ccccc2)n1C
→ -0.6, -0.6%, i, 0.2%, 2.7%, 17.0%, i, 1.5%, 1.9%
(12) CCC(=O)Nc1cc(-c2nn(C)c(=O)c3ccccc23)ccc1N1CCCCC1
→ -3.0, 1.0%, i, -0.3%, 1.7%, -13.1%, i, -1.5%, -14.9%
(13) CC(=O)Nc1ccc(S(=O)(=O)NCC(=O)OCC(=O)c2cc(C)n(-c3ccc4c(c3)OCO4)c2C)cc1
→ -0.1, 11.1%, i, 3.9%, 0.3%, -5.0%, i, 12.3%, 10.7%
(14) Cc1oc(-c2ccccc2)nc1CSc1nnc(C)n2c1cc1sccc12
→ nt, 13.1%, nt, 3.0%, nt, 4.9%, nt, 1.3%, -37.9%
(15) Cc1cc(C)c(C(O)c2ncc(-c3cccc(F)c3)[nH]2)c(C)c1 (centres undefined)
→ -0.8, nt, i, -0.8%, nt, nt, i, ?, 6.0%
(16) O=C(Cn1c(-c2cccs2)cc2cc(Cl)ccc21)N1CCN(c2ccccc2)CC1
→ nt, 3.3%, i, 2.5%, nt, ?, nt, ?, -25.5%
(17) Cn1c(N)c(C(=O)c2ccc(C#N)cc2)c(=O)n(C)c1=O
→ -0.2, 3.2%, i, -0.2%, 0.0%, -6.2%, i, 17.4%, 16.4%
(18) CCCCn1c(N)c(N(CCOC)C(=O)C2CC(=O)N(c3ccc(CC)cc3)C2)c(=O)[nH]c1=O (centres undefined)
→ -1.9, 1.6%, i, -0.4%, -4.9%, -7.5%, i, -1.0%, -3.8%
(19) COCC(=O)NCCSc1c(C)[nH]c2ccccc12
→ -0.9, 18.2%, i, 2.5%, 1.2%, 0.8%, i, -10.7%, -17.2%
(20) Cc1cc([N+](=O)[O-])nn1CC(=O)NCCCN1CCOCC1
→ 0.4, -5.1%, i, 0.2%, -2.0%, -2.7%, i, 19.2%, -2.4%
(21) O=C(O)CCCC(=O)N1N=C(c2ccccc2)CC1c1cccs1 (centres undefined)
→ 1.6, 0.5%, i, 0.2%, 1.4%, -11.5%, i, -6.0%, -7.4%
(22) COc1ccc(Cl)cc1NC(=O)COC(=O)CCCC1=NS(=O)(=O)c2ccccc2N1
→ 1.3, -8.8%, i, -0.5%, 2.1%, 6.6%, i, 0.1%, -7.7%
(23) CC(CCc1ccccc1)NC(=O)Cn1cccc1C(=O)c1ccccc1 (centres undefined)
→ -1.9, 0.1%, i, -0.7%, -0.9%, 26.0%, i, -33.6%, -24.4%
(24) Cc1ccc(SCC(c2ccccc2)N2CCN(CC(C)C)CCC2=O)cc1 (centres undefined)
→ nt, -15.9%, nt, nt, nt, ?, nt, -16.0%, -3.1%
(25) O=S(=O)(NCCc1ccccc1)c1cnc(Cl)c(Br)c1
→ -5.3, -1.3%, i, ?, 0.6%, -4.7%, i, -18.8%, 5.3%
(26) O=S(=O)(c1ccc(SCCOc2ccc(Cl)cc2)nc1)N1CCCC1
→ -3.1, -6.6%, i, 0.1%, -3.7%, 18.4µM*, i, 10.7%, 7.9%
(27) O=S(=O)(c1ccc(Cl)cc1)N1CCN(CCc2ccncc2)CC1
→ -1.3, 0.3%, i, 0.2%, -6.3%, -17.8%, i, -20.8%, -12.2%
(28) COc1ccc(/C=C/CN2CCN(CC(C)C)C(CCO)C2)cc1 (centres undefined)
→ 1.1, 10.4%, nt, -0.3%, -2.3%, 19.9%, i, -2.4%, 2.5%
(29) Brc1ccccc1OCCCCN1CCCCC1
→ -1.0, -0.8%, i, 0.6%, 0.8%, 2.8%, i, -5.0%, -4.8%
(30) Cc1cc(C(=O)NNC(=S)NCC2CCCO2)cs1 (centres undefined)
→ -0.3, -5.2%, i, -0.1%, 5.1%, 3.8%, ?, ?, -0.8%
(31) O=C(CN1CCc2ccccc2C1)Nc1ccc(OC(F)(F)F)cc1
→ -1.3, 8.0%, i, -0.4%, 1.8%, 7.1%, i, 6.1%, -8.6%
(32) CCCC(C)c1nnc(NC(=O)C2CCCO2)s1 (centres undefined)
→ -2.8, -2.3%, i, 0.1%, 0.6%, 17.5%, i, 5.5%, -4.3%
(33) CCOc1ccc(NC(=O)COC(=O)c2ccc3ncsc3c2)cc1OCC
→ -3.7, -19.3%, i, 0.4%, -5.9%, 11.4%, i, 7.4%, -8.1%
(34) Cc1ccc(S(=O)(=O)c2c(N)n(C)c3nc4ccccc4nc23)cc1
→ -0.5, -5.4%, i, 2.1%, -1.7%, nt, i, -57.5%, 8.7%
(35) O=C(Nc1cccc2nsnc12)c1cccnc1Cl
→ -0.4, -1.3%, i, 5.9%, -3.4%, 8.1%, i, 0.0%, 5.3%
(36) CCc1ccc(C(C)NC(=O)Cc2ccc(F)cc2)cc1 (centres undefined)
→ 4.3, 4.9%, i, -0.4%, 0.6%, 8.6%, i, -14.9%, -12.7%
(37) CCOC(=O)c1c(NC(=O)Cc2ccccc2)sc2c1CC(C)(C)NC2(C)C
→ 1.8, -10.6%, ?, -0.7%, 0.0%, 8.8%, i, ?, -72.4%
(38) COc1cccc(C2C(C#N)=C(N)OC(C(C)(C)C)=C2C#N)c1 (centres undefined)
→ -1.4, -0.5%, i, 13.1%, -1.1%, -11.5%, i, 0.9%, 20.0%
(39) Cc1ccc(NC(=O)CN(c2ccc(Cl)cc2)S(=O)(=O)c2cc([N+](=O)[O-])ccc2Cl)cc1
→ 0.4, 5.4%, i, 6.5%, 0.0%, 8.5%, i, ?, -27.0%
(40) Cc1ccc(-n2c(=O)cc(N3CC(C)OC(C)C3)[nH]c2=O)cc1 (centres undefined)
→ -0.2, -2.8%, i, 1.1%, -0.4%, 12.2%, i, 2.9%, -1.7%
(41) CC1CN(C2CCN(C(=O)COc3ccccc3)CC2)CC(C)O1 (centres undefined)
→ -0.9, 21.3%, i, -0.4%, -1.0%, 19.3%, i, -23.3%, 6.3%
(42) CC1CC(=O)c2c(cc3c(-c4c(O)cc(O)c5c(O)c6c(cc45)OC(C)CC6=O)c(O)cc(O)c3c2O)O1 (centres undefined)
→ -1.2, ?, i, -1.4%, nt, 11.6µM*, i, ?, -103.2%
(43) Cc1oc2ncn(CC(C)C)c(=O)c2c1C(=O)NC(C)c1ccccc1 (centres undefined)
→ nt, -9.3%, ?, 0.3%, nt, -2.3%, nt, 11.9%, -5.5%
(44) CC(C)(C)NC(=O)COC(=O)CCC(=O)c1cccs1
→ 1.6, 0.7%, i, -0.9%, 0.3%, 9.1%, i, -2.9%, 0.4%
(45) Cc1c(C(=O)NNC(=O)c2ccncc2)oc2ccc(Br)cc12
→ 0.1, -1.6%, i, 0.2%, 1.2%, 2.7%, i, 6.7%, -0.2%
(46) CC(C)C(NC(=O)c1ccc2c(c1)OCO2)C(=O)N/N=C\c1ccco1 (centres undefined)
→ -3.0, -4.4%, i, -0.1%, -2.4%, -20.1%, i, 23.2%, -5.2%
(47) CCCCC(=O)Nc1ccc(NC(=S)NC(=O)CC)cc1OC
→ -1.5, 15.0%, i, 4.1%[9.22 µM], 1.9%, 1.6%, i, -5.5%, -2.2%

Results in Mm-Cpn inhibitor and A549 tox, for some of the entries so far:
| # | canonical_smiles | Mm-Cpn inhibitor | A549 tox |
| --- | --- | --- | --- |
| 42 | CC1CC(=O)c2c(cc3c(-c4c(O)cc(O)c5c(O)c6c(cc45)OC(C)CC6=O)c(O)cc(O)c3c2O)O1 (centres undefined) | nt | ? |
| 44 | CC(C)(C)NC(=O)COC(=O)CCC(=O)c1cccs1 | 0.3% | 0.7% |

Compound activity as filed in PubChem BioAssay.
